aSyn yeast rescue: rescues yeast growth from alpha-synuclein toxicity | S. cerevisiae alpha-synuclein toxicity rescue, BacTiter-Glo growth, 24 h | Potency, µM (series often up to 46.1 µM), for inactives: at the top dose growth rescue (activation), hits mostly activators | hit rate 0.02% among 94,000; active = well fitted activation curve with a large enough effect; note: 0% is about no effect
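Growth restoration measured by BacTiter-Glo luminescence after 24 hr at 30 deg C; alpha-synuclein yeast, raffinose-pregrown to mid-log, were added at OD600=0.02 in galactose medium onto pinned compounds.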
Active calls of the source: *. Potency is the fitted concentration of half-maximal effect. Only part of the results is shown; rates above refer to the full screens.

SMILES	aSyn yeast rescue
O=C(CSc1nnc2ccc(-c3ccccn3)nn12)Nc1ccc(F)cc1	-11%
Cc1ccc(C(=O)Nc2nnc(C)s2)cc1	-1%
N#CCCN1CCN(S(=O)(=O)c2ccc(S(=O)(=O)NCC3CCCO3)cc2)CC1 (stereo not given)	-5%
CCCS(=O)(=O)N1CC(=O)N(c2ccccc2C)C(C)(C(=O)NC2CCCC2)C1 (stereo not given)	19%
Cc1ccc(S(=O)(=O)N2C[C@H]3C(=O)C[C@@H](c4ccc(Cl)cc4)N(S(=O)(=O)c4ccccc4C)[C@H]3C[C@H]2c2cccc(Cl)c2)cc1	5%
COc1cccc(CNC(=O)C2CCN(C(=O)N3CCOc4ccc(Cl)cc43)CC2)c1OC	2%
CCN(Cc1ccccc1)S(=O)(=O)c1ccc2c(c1)CC(C)N2C(=O)C1CCC1 (stereo not given)	5%
O=C(CNC(=O)C12CC3CC(CC(C3)C1)C2)OCC(=O)N1CCCCC1	-5%
COCCNc1nc(NCc2cccc(Cl)c2)c2cnn(C)c2n1	3%
COc1cccc(N(CC(=O)NC2CC3CCC2C3)S(=O)(=O)c2ccccc2)c1 (stereo not given)	1%
Cc1ccc(NC(=O)CN(C)C(=O)c2ccc(Br)o2)cc1	-6%
Cn1c(N)c(C(=O)CSc2nnc(-c3cccs3)n2C2CC2)c(=O)[nH]c1=O	8%
Cc1cc(C)cc(Oc2nc3c(C)cccn3c(=O)c2/C=C(\C#N)c2nc3ccccc3[nH]2)c1	5%
Cc1cc(C)cc(Nc2cc(C(=O)NC3CCC(C)CC3)c3ccccc3n2)c1 (stereo not given)	-11%
Cc1nn(-c2ccccc2)c2nc(C3CC3)cc(C(=O)Nc3ccc(F)cc3)c12	-8%
Cc1nn(-c2ccccc2)c(C)c1C(=O)OCC(=O)Nc1ccccc1Cl	1%
Cc1ccc(Cn2c(CO)cnc2SCC(=O)NCc2ccccc2Cl)cc1	-10%
CCC(C)(C)NC(=O)CN(C(=O)c1csnn1)c1ccccc1-c1ccccc1	14%
COc1cc(/C=C/C(=O)NC(C)C2CC3CCC2C3)cc(OC)c1OC (stereo not given)	2%
COc1ccc(-c2cc3nc(-c4ccccc4)cc(C(F)(F)F)n3n2)cc1	9%
CC(C)CN(CCNC(=O)c1cn(C)c2ccc(S(=O)(=O)N3CCCCCC3)cc2c1=O)CC(C)C	1%
CC1(C)CC(c2nc(-c3ccc([N+](=O)[O-])cc3)cs2)CCO1 (stereo not given)	-6%
COc1ccc(CC(=O)N[C@@H](CCSC)c2nc3ccccc3[nH]2)cc1	9%
CCn1c(=N)c(C(=O)NC2CCCCC2)cc2c(=O)n3cc(C)ccc3nc21	1%
Cc1c(NC(=O)c2sc3c([N+](=O)[O-])cccc3c2Cl)cccc1-c1nc2ccccc2o1	-4%

2 records drawn at random from the list so far, as already listed:
SMILES	aSyn yeast rescue
COc1cccc(N(CC(=O)NC2CC3CCC2C3)S(=O)(=O)c2ccccc2)c1 (stereo not given)	1%
N#CCCN1CCN(S(=O)(=O)c2ccc(S(=O)(=O)NCC3CCCO3)cc2)CC1 (stereo not given)	-5%

Copied from the results shown for reference:
SMILES	aSyn yeast rescue
O=C(CSc1nnc2ccc(-c3ccccn3)nn12)Nc1ccc(F)cc1	-11%
Cc1ccc(C(=O)Nc2nnc(C)s2)cc1	-1%
N#CCCN1CCN(S(=O)(=O)c2ccc(S(=O)(=O)NCC3CCCO3)cc2)CC1 (stereo not given)	-5%

(next part)
SMILES	aSyn yeast rescue
CCOc1ccc(-c2nc(CS(=O)(=O)CC(=O)NCc3ccc(F)cc3)c(C)o2)cc1	0%
O=C(CCC(=O)NNC(=O)COc1ccc(Br)cc1)NCc1ccccc1	6%
Cc1noc(-c2ccc(NC(C)c3ccccc3)c([N+](=O)[O-])c2)n1 (stereo not given)	10%
Cc1ccc(C)c(N2CCN(S(=O)(=O)c3cnc(N)nc3)CC2)c1	7%
COc1cc(OC)c(NS(=O)(=O)c2cc(-c3cnc(C4CC4)o3)ccc2C)cc1Cl	-9%
CCC(=O)N1CCc2cc(CNS(=O)(=O)c3ccccc3F)ccc21	-11%
O=C(COc1ccccc1F)Nc1ccccc1C(=O)OCc1cc(=O)n2nc(C3CC3)sc2n1	-4%
CCn1c(C)nc2cc(C(=O)NNC(=O)c3ccc(Cl)nc3)ccc21	6%
COc1ccc(-c2onc(C)c2C)cc1S(=O)(=O)NC1CCCCC1	22%
CCC(Sc1ccc2nnc(CCNS(=O)(=O)c3ccc(OC)cc3)n2n1)C(=O)OC (stereo not given)	-7%
CC1(C)CN(C2CCCCC2)C(=O)[C@H]1CC(=O)Nc1ccccc1	0%
CC(=O)N1CCc2cc(S(=O)(=O)CCC(=O)N3CCN(c4cccc(C)c4C)CC3)ccc21	7%
Cc1ccc(NS(=O)(=O)c2c(C)[nH]c(=O)[nH]c2=O)c(C)c1	-2%
CC1(O)CC(c2ccc(Cl)cc2)=NN1C(=O)c1ccc([N+](=O)[O-])cc1 (stereo not given)	-25%
COC(=O)c1ccccc1NC(=O)CSc1nc2ccsc2c(=O)n1CCCCC(=O)O	-2%
Cc1ccc(C)c(NC(=O)Cc2coc3cc(C)cc(C)c23)c1	5%
Cc1ccccc1Nc1nnc(SCC(=O)Nc2ncc(C(F)(F)F)cc2Cl)s1	-7%
CC(C)C1C(=O)N(Cc2cn(CCC3OCCO3)nn2)CCS(=O)(=O)N1Cc1ccc(-c2cccc(N(C)C)c2)cc1 (stereo not given)	-2%
CC(C)OCCCNC(=O)CN1C(=O)COc2ccc(S(=O)(=O)N3CCOCC3)cc21	4%
Cc1cc(NC(=O)N2CC=C(c3c[nH]c4ccccc34)CC2)ccc1Br	-8%
Cc1ccc(S(=O)(=O)NN2Cc3ccccc3C2=N)cc1	-7%
CN(C)C(CNC(=O)CCC(=O)c1ccc(Br)cc1)c1ccccc1 (stereo not given)	0%
CC(=O)NC(c1ccc(C(C)C)cc1)c1c(O)ccc2ccccc12 (stereo not given)	5%
CC(NC(=O)Nc1ccccc1C(F)(F)F)c1c(-n2cccc2)sc2c1CCCC2 (stereo not given)	-2%
CN(C(=O)c1ccco1)c1nc(-c2ccccc2)cs1	7%

(listing goes on)
SMILES	aSyn yeast rescue
Cc1ccc(-n2ncc(C(=O)N3CCN(c4ncccn4)CC3)c2C2CCN(C(=O)OC(C)(C)C)CC2)cc1	2%
S=c1[nH]nc(C2CCCCC2)o1	-3%
COc1ccccc1NC(=O)N(C)C[C@H]1OCc2cn(nn2)CCCC(=O)N([C@@H](C)CO)C[C@@H]1C	0%
O=C1CC(c2ccccc2)Cc2[nH]c(=O)c(C(=O)Nc3ccc(F)cc3)cc21 (stereo not given)	-1%
CN1CCN(NC(=O)c2cccc(C(F)(F)F)c2)CC1	11%
COc1cccc(-c2nc(CS(=O)CC(=O)NC3CCCCC3)c(C)o2)c1 (stereo not given)	5%
CC(CCc1ccccc1)NC(=O)Cn1ncc2c3ccccc3n(Cc3ccccc3F)c2c1=O (stereo not given)	0%
CCOc1ccc(C(=O)NCCc2sc(-c3cccc(F)c3)nc2C)cc1OCC	9%
C=CCn1c(N)cc(=O)nc1SCC(=O)N(c1ccccc1)c1ccccc1	6%
O=C(Nc1nc2c(s1)CCCC2)c1nn(Cc2ccccc2)c(=O)c2ccccc12	-7%
O=c1[nH]nc(-c2ccc(F)cc2)cc1-c1ccccc1	4%
CC(=O)c1ccc(N2CCN(C(=O)c3ccc(Cn4c(=O)[nH]c5ccccc5c4=O)cc3)CC2)cc1	0%
Cc1ccccc1/C=C(\C#N)c1nc(-c2ccc(Cl)cc2)cs1	8%
CCn1c(=O)c2sccc2n2c(CCC(=O)Nc3ccc(OC)c(Cl)c3)nnc12	0%
O=C(C1CCN(c2nc3ccccc3[nH]2)CC1)N1CCN(c2cccc(Cl)c2)CC1	-1%
Cc1ccc(Cc2c[nH]c(=S)s2)cc1	17%
CCN1CCc2c(sc(NC(=O)c3ccc(S(=O)(=O)N(C)C4CCCCC4)cc3)c2C(N)=O)C1	-3%
CCCOc1ccc(-c2cccc(NS(=O)(=O)c3ccccc3)c2)nn1	-8%
O=C(O)c1cccc(NS(=O)(=O)c2ccc(Oc3ccc(S(=O)(=O)Nc4cccc(C(=O)O)c4)cc3)cc2)c1	-1%
COc1ccccc1C(CNc1ncccc1[N+](=O)[O-])N(C)C (stereo not given)	11%
CCOc1ccccc1NC(=O)N1CCN(Cc2nc3ccc(C)cc3o2)CC1	10%
COc1ccc(C(O)(CC(C)C)C(CN2CCOCC2)c2ccccc2)cc1 (stereo not given)	8%
COCc1cc(C)nc2sc3c(c12)NC(c1ccc(O)c(OC)c1)N(c1ccccc1)C3=O (stereo not given)	-2%
COc1ccc2c(c1)c1c(c(=O)n(-c3ccc(OC)c(OC)c3)c(=O)n1Cc1ccc(C)cc1)n2C	1%
CCOc1ccc(CNC(=O)CN2C(=O)C3CCCCN3c3ccc(C(=O)N4CCCC4)cc32)cc1 (stereo not given)	-8%

4 entries from above, field by field:
> S=c1[nH]nc(C2CCCCC2)o1
- aSyn yeast rescue: -3%
> COc1ccccc1NC(=O)N(C)C[C@H]1OCc2cn(nn2)CCCC(=O)N([C@@H](C)CO)C[C@@H]1C
- aSyn yeast rescue: 0%
> O=C1CC(c2ccccc2)Cc2[nH]c(=O)c(C(=O)Nc3ccc(F)cc3)cc21 (stereo not given)
- aSyn yeast rescue: -1%
> CN1CCN(NC(=O)c2cccc(C(F)(F)F)c2)CC1
- aSyn yeast rescue: 11%

Shown as a markdown table: part of the list above.
| compound | aSyn yeast rescue |
| --- | --- |
| O=c1[nH]nc(-c2ccc(F)cc2)cc1-c1ccccc1 | 4% |
| CC(=O)c1ccc(N2CCN(C(=O)c3ccc(Cn4c(=O)[nH]c5ccccc5c4=O)cc3)CC2)cc1 | 0% |

Next section.
SMILES	aSyn yeast rescue
Cc1ccc(C)c(NC(=O)CSc2nc3c([nH]c4ccccc43)c(=O)n2-c2ccc(F)cc2)c1	-6%
COCCNC(=O)c1ccc(N2CC3CC(C2)c2cccc(=O)n2C3)c(NC(=O)c2ccccc2Br)c1 (stereo not given)	-2%
O=C(/C=C/c1ccco1)c1ccccc1O	3%
COc1ccc(-n2nc(C(=O)NCC(=O)N3CCN(Cc4ccccc4)CC3)c3ccccc3c2=O)c(OC)c1	3%
CC(C)NC(=O)Cn1ccc2cc(S(=O)(=O)N3CCCCCC3)ccc21	-2%
CCCCN1C(=O)C(CC(=O)NCCCCc2ccccc2)CC(C(=O)N(C)C)=C1C (stereo not given)	-3%
Cc1cc(C)c2c(n1)nn1c(C)c(CCC(=O)NCc3ccccc3Cl)c(C)nc21	-11%
Cc1cccc(-n2c3nc(=O)n(C)c(=O)c-3cc3ccc(Cl)cc32)c1C	2%
O=C(O)CCC(=O)NCc1ccc2[nH]c3c(c2c1)CCCC3	-2%
O=C(COc1ccccc1F)Nc1ccccc1OCc1cc(=O)n2ccccc2n1	-5%
COc1cccc(CN(C)C(=O)c2ccc(S(=O)(=O)Nc3ccccc3C)cc2)c1OC	13%
COCCn1c(=NC(=O)c2cc(-c3cccs3)nc3ccccc23)sc2cc(S(N)(=O)=O)ccc21	2%
CCCNC(=O)CN1C(=O)COc2ccc(S(=O)(=O)N3CCCCCC3)cc21	6%
COc1ccc(NC(=O)c2ccccc2NC(=O)c2ccccc2)cc1	3%
CCCCOc1ccc(C(=O)NCc2nnnn2-c2ccc(C)c(C)c2)cc1	4%
O=C(NC1CCCCC1)c1ccc(CSc2nc3ccncc3n2Cc2ccc(F)cc2)cc1	-4%
COc1ccc(CCNC(=O)c2cccc(-n3cnc4cccnc43)c2C)cc1OC	2%
CCCCCN(C(=O)CN1CCC(Cc2ccccc2)CC1)c1c(N)n(CCCC)c(=O)[nH]c1=O	0%
CC(C)N(Cc1ccccc1)C(=O)c1cnc2n(c1=O)CCS2	7%
CC(=O)C(C)Sc1nnc(-c2ccccc2F)n1C1CC1 (stereo not given)	24%
CCc1ccccc1NC(=O)C(NS(=O)(=O)c1ccc2c(c1)CCC(=O)N2)c1ccccc1 (stereo not given)	5%
COc1ccccc1Nc1cc(C)nc2c(C)cccc12	1%
Cc1ccc(S(=O)(=O)N2CCOC2CNC(=O)C(=O)NCc2ccco2)cc1 (stereo not given)	5%
CC(C)N(Cc1ccccc1)C(=S)NCc1ccccc1	13%
COc1ccc2c(c1)CCC1(C)CC(=O)C=C21 (stereo not given)	5%

Next part.
SMILES	aSyn yeast rescue
CCOC(=O)N1CCC(N2C(=O)c3ccccc3C2Nc2ccccc2)CC1 (stereo not given)	4%
CCc1ccc(NC(=O)C(C)n2nnc3sc(-c4ccccc4)cc3c2=O)cc1 (stereo not given)	-7%
O=C(CSc1ncccn1)N/N=C/c1ccccc1[N+](=O)[O-]	-9%
O=C(Nc1ccccc1N1CCCCC1)c1ccc(-c2ccc(Cl)cc2)o1	10%
CCS(=O)(=O)c1ncc(N(Cc2ccccc2)Cc2ccco2)c(C(=O)Nc2ccccc2C)n1	-1%
Nc1nc2nonc2nc1N	0%
Cc1cc(C)cc(OC(=O)C23CCC(C)(C(=O)O2)C3(C)C)c1 (stereo not given)	-7%
CC(=O)C1=C(O)C(=CC=Cc2ccccc2)OC1=O	-12%
Cn1nnnc1SCCCNCc1cccc(OCc2ccc(F)cc2)c1	2%
COCCNC(=O)C1CCN(S(=O)(=O)c2ccc3c(c2)CCCN3C(C)=O)CC1	-2%
CSC(=NC#N)N1CCN(c2ccccn2)CC1	9%
Cc1cc(C)cc(-n2c(C)cc(C(=S)N3CCOCC3)c2C)c1	-6%
CC(OC(=O)Cc1n[nH]c(=O)c2ccccc12)C(=O)Nc1cc(Cl)cc(Cl)c1 (stereo not given)	2%
Cc1cc(C)c2c(=O)[nH]c(SCC(=O)N3CCOCC3)nc2n1	4%
COc1ccc2ccc3cccc[n+]3c2c1	-6%
Cc1cccc(OCc2nnc(SCC(=O)Nc3ccc(C)cc3C)o2)c1	-4%
COc1ncnc2c1ncn2CCCNCC(c1ccccc1)c1ccccc1	-7%
